TbMetRS inhib: blocks T. brucei methionyl-tRNA synthetase activity. purified T. brucei MetRS, ATP depletion, Kinase-Glo luminescence. inhibition, % at 11.9 µM. 360,000 tested, 0.4% active;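 active means inhibition above a per-plate cutoff of the control wells' mean inhibition plus 3 SD, cut at about 5.5% in these data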;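 further: 0% = DMSO wells median and 100% = median of wells with control inhibitor compound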
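Material: parasite MetRS enzyme / Replication: singlicate, one well per compound / Signal: luminescence of leftover ATP / Schedule: 2 h aminoacylation at 25 °C after 15 min preincubation / Medium: HEPES-MgCl2-KCl buffer plus DTT, spermine, BSA, pyrophosphatase / Doses: 11.9 µM single point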
eLon inh: inhibits E. coli Lon protease. purified E. coli Lon protease, fluorescence polarization. inhibition, % at 7.94 µM. 360,000 tested, 0.42% active. AID 602123; in the data active means inhibition above about 13%, passing the limit was not always enough;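 further: 0% = enzyme with probe and DMSO and 100% = no enzyme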
Scp-1 inhibitor: Scp-1 (human) phosphatase inhibition; Q9GZU7; Recombinant Scp1, phosphopeptide, malachite green phosphate absorbance; inhibition, % at 20 µM; 340,000 tested, 0.88% active;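 active means inhibition above about 50% at 20 µM, limit read from the data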;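 further: plate controls were DMSO wells with enzyme for no effect and wells lacking enzyme for full effect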
Target sequence (Q9GZU7 76-261 limits assumed): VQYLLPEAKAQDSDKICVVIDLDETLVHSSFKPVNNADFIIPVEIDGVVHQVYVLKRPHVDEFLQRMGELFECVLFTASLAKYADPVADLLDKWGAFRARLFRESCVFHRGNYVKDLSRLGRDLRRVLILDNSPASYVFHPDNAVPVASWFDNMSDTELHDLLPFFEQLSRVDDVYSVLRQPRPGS
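System: SCP-1 catalytic domain; Reagent: Phospho 17-mer peptide substrate; Doses: one concentration, 20 µM, with 1.0% DMSO; Incubation: 45 min room-temperature reaction, 5 min colour, 30 min stabiliser; Signal: Phosphate-binding colour reagent, absorbance read at 630 nm.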
bovine MsrA act: activates bovine MsrA enzyme; AID 602163; purified bovine MsrA, absorbance read-out; activation, % at 10.6 µM; 360,000 tested, 0.3% active; in the data active means activation above about 7.5%;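 further: 0% = vehicle and 100% = reference activator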
NRP1-CendR mod: NRP-1/CendR interaction modulation; O14786; FAM-RPARPAR peptide binding to NRP-1, fluorescence polarization; inhibition, % at 25 µM; 360,000 tested, 0.85% active;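 active means inhibition or corrected inhibition above about 18%, plus a signal ratio from 0.5 to 1.5, limit read from the data, passing the limit was not always enough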; further: strong numbers were not always called active
SUMO1 PPI mod: SUMO1-SIM interaction modulation; P63165; SUMO1 binding to a labelled peptide, TR-FRET, 1 h; inhibition, % at 20 µM; 360,000 tested, 0.33% active; AID 602429; in the data active means inhibition above about 37%
Target sequence (P63165 whole entry, looked up): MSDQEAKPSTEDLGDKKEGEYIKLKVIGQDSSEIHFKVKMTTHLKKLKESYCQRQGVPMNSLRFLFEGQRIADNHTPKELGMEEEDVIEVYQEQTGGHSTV
LMPTP inh: LMPTP (human) inhibition; P24666; recombinant LMPTP-A, OMFP fluorogenic substrate, fluorescence intensity; inhibition, % at 20 µM; 360,000 tested, 0.22% active;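 active means compounds that cut the enzyme signal by at least half of the control window in the single-dose screen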;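 further: plate controls were DMSO wells with enzyme plus substrate for no effect and substrate without enzyme for full effect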
Target sequence (P24666 whole entry, looked up): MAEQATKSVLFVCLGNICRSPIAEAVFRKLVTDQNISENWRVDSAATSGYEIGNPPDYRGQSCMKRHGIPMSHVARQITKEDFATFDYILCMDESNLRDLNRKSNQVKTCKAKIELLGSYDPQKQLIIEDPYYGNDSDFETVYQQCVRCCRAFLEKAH
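Test system: LMPTP-A, protein tyrosine phosphatase of low molecular weight; Input: 0.625 nM enzyme; Incubation: 50 min dark incubation at room temperature; Signal: endpoint fluorescence intensity from OMFP dephosphorylation; Read-out basis: % inhibition versus control wells.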
DNMT1 inh: blocks human DNA methyltransferase DNMT1; P26358; DNMT1 molecular beacon, Hinp1I cleavage, fluorescence; inhibition (reported as % activation of signal), % at 10 µM; 360,000 tested, 0.83% active; in the data active means inhibition above about 50%
STEP block: inhibitors of human striatal-enriched phosphatase STEP; P54829; recombinant STEP, OMFP fluorogenic substrate, fluorescence; inhibition, % at 20 µM; 360,000 tested, 0.25% active;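 active means inhibition at 20 µM, scaled per plate between control wells, above about 37%, limit read from the data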;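 further: 0% = DMSO with enzyme and substrate and 100% = substrate only without enzyme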
Target sequence (P54829 whole entry, looked up): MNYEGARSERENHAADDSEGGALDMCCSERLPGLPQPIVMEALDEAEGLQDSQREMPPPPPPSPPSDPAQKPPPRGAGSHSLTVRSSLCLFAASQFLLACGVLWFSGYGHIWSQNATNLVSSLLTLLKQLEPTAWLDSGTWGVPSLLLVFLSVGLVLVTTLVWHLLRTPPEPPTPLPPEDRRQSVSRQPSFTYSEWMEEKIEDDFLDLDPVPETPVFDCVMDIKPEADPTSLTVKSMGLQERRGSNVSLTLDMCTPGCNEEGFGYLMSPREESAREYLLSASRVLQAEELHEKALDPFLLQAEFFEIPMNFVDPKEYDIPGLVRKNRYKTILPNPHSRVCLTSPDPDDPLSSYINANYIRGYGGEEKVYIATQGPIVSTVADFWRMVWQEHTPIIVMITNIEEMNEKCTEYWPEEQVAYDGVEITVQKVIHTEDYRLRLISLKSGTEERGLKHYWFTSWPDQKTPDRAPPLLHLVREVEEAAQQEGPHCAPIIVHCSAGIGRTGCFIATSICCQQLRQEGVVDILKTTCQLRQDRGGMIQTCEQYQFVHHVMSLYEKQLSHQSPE
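Assay system: isolated STEP enzyme / Timing: 20 min at room temperature, dark / Doses: 20 µM, 1% DMSO / Technique: fluorescence intensity, excitation 480 nm, emission 540 nm / Reagent: fluorogenic phosphatase substrate OMFP at 25 µM final / Measure: percent inhibition scaled to no-enzyme and uninhibited-enzyme controls, plate-pattern corrected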
MsrA inh: inhibitors of bovine MsrA; purified bovine MsrA, absorbance read-out; inhibition, % at 15.5 µM; 360,000 tested, 0.75% active; AID 651718; in the data active means inhibition above about 4.5%;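 further: 0% = vehicle wells with enzyme and 100% = reference inhibitor wells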
* marks the source's active call; other numbers are inactive results; nt = not tested or not shown.

SMILES | TbMetRS inhib | eLon inh | Scp-1 inhibitor | bovine MsrA act | NRP1-CendR mod | SUMO1 PPI mod | LMPTP inh | DNMT1 inh | STEP block | MsrA inh
COC(=O)CCC(=O)N1CCCC(N2CCN(c3ccc(OC)cc3)CC2)C1 (stereo unspecified) | -0.8 | -5 | -2 | -1 | 0 | 1 | 36 | -6 | 0 | -0.5
CNC(=O)c1cc(C(=O)c2ccccc2Br)c[nH]1 | -1.5 | 13 | -2 | -5 | 9 | -2 | -1.3 | 0 | -3 | -0.2
COc1ccccc1C(=O)NNC1CC(=O)N(c2ccc3c(c2)OCCO3)C1=O (stereo unspecified) | -0.2 | -3 | -4 | 1 | 2 | -1 | -0.8 | 0 | -3 | 0.9
O=C(CSc1nnc(-c2ccc(O)cc2)o1)N1CCOCC1 | 0.1 | 3 | -6 | -3 | -3 | 1 | 0.0 | 1 | 2 | 0.5
COc1ccccc1S(=O)(=O)Cc1ccc(C(=O)NCc2ccc3c(c2)OCO3)o1 | -0.6 | -5 | -7 | -2 | -2 | -2 | -1.3 | -3 | 4 | -0.5
COC(=O)c1nnn(CC(=O)Nc2cccc(OC)c2)c1C(=O)OC | 0.0 | -17 | -5 | -1 | 2 | 9 | -0.6 | 2 | 0 | 0.4
COc1cc(C(=O)N2CC(=O)Nc3ccccc32)cc(OC)c1OC | 0.0 | 0 | nt | 0 | -4 | 0 | -1.6 | -4 | -2 | -0.6
CC(C)C(=O)Nc1ccc2c3c(cccc13)CC2 | -0.3 | 11 | -5 | -2 | -4 | -11 | 0.1 | 0 | 3 | -0.6
COc1ccccc1OCc1nnc(SCC(=O)Nc2ccc(C)cc2)n1C | 0.1 | -3 | 1 | -1 | 2 | 5 | 0.5 | 0 | 3 | 0.1
c1ccc(-c2nc3ccccn3c2NCc2ccc3c(c2)OCO3)cc1 | -0.1 | -1 | -5 | -2 | -6 | -2 | 5.3 | -6 | 2 | 0.9
CCOC(=O)CSC1=NC(=O)/C(=C/c2ccc(OC)cc2)S1 | 0.3 | -80 | -17 | -5 | -65 | -14 | -1.7 | -2 | 2 | nt
CCNS(=O)(=O)c1ccc(NC(=O)c2ccccc2)cc1 | -1.5 | -2 | 0 | -7 | -4 | 0 | 2.4 | 1 | -1 | 0.3

Random excerpt: 4 compounds from above
SMILES | TbMetRS inhib | eLon inh | Scp-1 inhibitor | bovine MsrA act | NRP1-CendR mod | SUMO1 PPI mod | LMPTP inh | DNMT1 inh | STEP block | MsrA inh
COC(=O)c1nnn(CC(=O)Nc2cccc(OC)c2)c1C(=O)OC | 0.0 | -17 | -5 | -1 | 2 | 9 | -0.6 | 2 | 0 | 0.4
O=C(CSc1nnc(-c2ccc(O)cc2)o1)N1CCOCC1 | 0.1 | 3 | -6 | -3 | -3 | 1 | 0.0 | 1 | 2 | 0.5
COc1ccccc1C(=O)NNC1CC(=O)N(c2ccc3c(c2)OCCO3)C1=O (stereo unspecified) | -0.2 | -3 | -4 | 1 | 2 | -1 | -0.8 | 0 | -3 | 0.9
CNC(=O)c1cc(C(=O)c2ccccc2Br)c[nH]1 | -1.5 | 13 | -2 | -5 | 9 | -2 | -1.3 | 0 | -3 | -0.2

Further structures.
SMILES | TbMetRS inhib | eLon inh | Scp-1 inhibitor | bovine MsrA act | NRP1-CendR mod | SUMO1 PPI mod | LMPTP inh | DNMT1 inh | STEP block | MsrA inh
CC(=O)[C@@H]1[C@@H](C(=O)c2ccccc2)[C@]2(C(=O)Nc3ccccc32)[C@H]2C=Cc3cc(F)ccc3N12 | -0.8 | 2 | -6 | -5 | -38 | -10 | -0.4 | -5 | 1 | 1.1
COc1ccc(NC(=O)c2cc3cc(OC)ccc3oc2=N)cc1 | -1.4 | 0 | 1 | -1 | 12 | -15 | 1.1 | -13 | -1 | -0.6
CCOc1ccc(OCC(=O)N(CCC2=CCCCC2)c2c(N)n(Cc3ccccc3)c(=O)[nH]c2=O)cc1 | -0.4 | -9 | nt | -3 | 1 | 0 | -3.6 | 10 | 0 | 0.5
CC[n+]1c(/C=C2/C=C(C)CC(C)(C)C2)sc2ccc(OC)cc21 | 0.5 | -7 | -3 | 1 | -28 | -13 | -0.7 | -9 | 0 | 0.7
Cc1cc2oc(C(=O)Nc3ccc(S(N)(=O)=O)cc3)c(C)c2cc1Cl | -0.3 | 4 | -4 | -3 | -4 | 2 | -1.5 | 33 | 2 | 1.6
CCOC(=O)c1nnn(-c2nonc2N)c1-c1ccc(F)cc1 | -0.3 | 2 | -1 | -2 | 7 | 1 | 0.3 | 1 | -1 | 0.2
Cc1ccc2oc(-c3cccc(N)c3)nc2c1 | -1.2 | -3 | -5 | -3 | -5 | 0 | 3.1 | -3 | 0 | 0.0
CCCSc1nsc(NC(=O)C(c2ccccc2)c2ccccc2)n1 | -1.0 | 0 | -11 | -10 | -6 | 7 | 0.7 | 2 | 5 | nt
COc1cc(C(=O)NC(=S)Nc2ccc(Cl)c(C(=O)O)c2)cc(OC)c1OC | 0.1 | -12 | -5 | -4 | 9 | 8 | 0.9 | 4 | -1 | 1.1
Cc1cc2c(nn1)CCc1c-2no[n+]1[O-] | -0.3 | 6 | 4 | -2 | 0 | -16 | 0.7 | 1 | 4 | -1.0
Cc1cccc(OCC(=O)NC2CCCc3ccccc32)c1C (stereo unspecified) | -0.6 | -4 | -7 | 0 | -3 | -3 | 2.5 | -2 | 0 | 0.9
CCC(=O)NCCc1nc2cc(NC(=O)c3ccc(Cl)cc3)ccc2n1C | -1.7 | 5 | 4 | -9 | 5 | -1 | -2.7 | -4 | 0 | -1.0
CC1(C)CC(=O)C2=C(C1)Nc1nc(SCCN3CCOCC3)[nH]c(=O)c1C2c1cccs1 (stereo unspecified) | -0.9 | -6 | -2 | -3 | 3 | 1 | -1.4 | 0 | -1 | 1.0
CS(=O)(=O)N(CC(=O)Nc1ccccc1Sc1ccccc1)c1ccc(F)cc1 | -1.3 | 3 | -8 | -6 | 7 | -1 | -0.4 | -5 | -10 | -0.2
O=C(Nc1ccc(OC(F)F)c(Cl)c1)Nc1ccc2c(c1)OCO2 | 1.4 | -3 | -13 | -5 | 11 | -1 | 0.9 | -8 | -4 | -0.7
OC1(CC#CCN2CCCCC2)c2ccccc2-c2ccccc21 | -0.8 | 1 | -14 | -2 | -9 | 2 | -0.7 | -2 | 0 | -0.3
O=C(NCCc1c[nH]c2ccccc12)C(=O)NCC(c1ccco1)N1CCN(c2ccccc2)CC1 (stereo unspecified) | 0.1 | -12 | -2 | 4 | 3 | -1 | 0.7 | -13 | -1 | -0.5
COc1cc(/C=N/NC(=O)C(=O)N2CCCCCC2)ccc1O | -0.4 | 2 | -12 | -1 | 11 | -7 | -0.1 | 1 | 1 | 4.1
CCOC(=O)c1sc2ncn(CC(=O)Nc3cc(C)on3)c(=O)c2c1C | -0.2 | -10 | 5 | -4 | -42 | 2 | -0.6 | 24 | 0 | 0.4
COc1ccc(S(=O)(=O)n2cnc3cc(C)c(C)cc32)cc1C | -0.6 | -5 | -1 | -2 | 8 | -3 | 0.5 | -3 | 0 | 0.4
Cc1cc2oc(=O)cc(CN3CCCCC3C)c2c(C)c1Cl (stereo unspecified) | 0.6 | 8 | -5 | -2 | -2 | 3 | 0.3 | 2 | 2 | -1.1
Cc1cc(NS(=O)(=O)c2ccc(NC(=S)NC(=O)c3ccccc3)cc2)no1 | -1.1 | -5 | -14 | -9 | -4 | 7 | -2.7 | 3 | 0 | -0.9
CC(Sc1nnc(C2CC2)n1-c1ccccc1)C(=O)N1CCCC1 (stereo unspecified) | -0.2 | -2 | -1 | -3 | -5 | -1 | -1.3 | 1 | 1 | 0.4
COc1ccc2[nH]c3c(c2c1)CCN1C(=O)C(CC(=O)NCc2ccc(OC)c(OC)c2)C[C@H](C(=O)N2CCCCC2)[C@@]31CCc1ccccc1 (stereo partly specified) | -0.9 | -6 | -1 | -2 | 9 | 0 | 2.8 | -20 | 0 | -0.6
CC(C)c1ccc(C2CC(=O)N3CN(C)CSC3=C2C#N)cc1 (stereo unspecified) | -1.6 | -8 | -9 | -9 | -18 | 2 | 4.6 | -13 | 6 | nt
Cc1nn(CC(=O)NCCN2CCOCC2)c(C)c1[N+](=O)[O-] | 0.5 | -6 | 0 | 1 | -3 | -1 | -4.4 | 1 | 4 | -0.7
CCOc1ccccc1NC(=O)c1ccc2c(c1)C(=O)N(CC)C2=O | -0.3 | 0 | 5 | -8 | 2 | -2 | -2.4 | 0 | 0 | 0.1
CCCCOC(=O)Nc1nc2ccccc2s1 | -0.5 | 3 | -6 | -3 | -1 | 2 | -2.0 | 4 | -2 | -0.3
CCc1sc(N(C(=O)Cc2ccccc2)c2ccc(F)cc2)nc1-c1ccccc1 | -0.9 | -2 | -12 | -3 | 5 | -1 | -2.6 | -2 | 5 | -0.6
CC(=O)c1sc(NC(=O)c2ccccc2F)nc1-c1ccccc1 | -1.1 | -3 | -4 | -6 | -4 | -17 | -0.5 | 1 | 1 | 2.2
CC(C)C[C@@H]1COc2cc(N3CCSCC3)ccc2S(=O)(=O)N1 | -1.1 | -7 | nt | -4 | -15 | -2 | 0.1 | nt | nt | 1.3
COc1ccc(-c2oc(NC(=O)CSc3ncn[nH]3)c(C#N)c2-c2ccc(OC)cc2)cc1 | -0.2 | 10 | -3 | -1 | -10 | -4 | 4.2 | -18 | 0 | nt
COc1cc(CNC(=O)c2ccc3oc(C(C)C)nc3c2)cc(OC)c1 | -0.7 | 7 | 6 | -7 | 0 | -1 | 1.0 | -7 | -1 | -0.2
COc1ccc(NC(=O)COc2ccc(C(=O)c3ccc(F)cc3)cc2)cc1S(N)(=O)=O | -0.2 | -9 | -5 | -4 | -12 | 7 | 1.3 | -3 | -2 | -0.9
Cc1cccc(C(=O)OCC(=O)N2CC(C)CC(C)C2)c1C (stereo unspecified) | 0.0 | 4 | -15 | -1 | 13 | -2 | -1.0 | 9 | -2 | -0.2
CCN(CC)CCn1c2c(c(SCC(=O)Nc3nc4ccc(C)cc4s3)nc1=O)CCC2 | -0.3 | 0 | 4 | 7.9* | 10 | 17 | 0.9 | 2 | 2 | 0.2
CC(CN1CCCC1)C(=O)NN (stereo unspecified) | -0.7 | -2 | -8 | -2 | -9 | -1 | -1.1 | 3 | -3 | 1.7
Cc1ccc(NC(=O)NCCN2CCCCC2)cc1Cl | -0.8 | -5 | -2 | -2 | 7 | 5 | -1.3 | 1 | 10 | -0.7
Cc1ccc(CC(=O)Nc2ccccc2N2CCOCC2)cc1C | 0.0 | -5 | 1 | 2 | 0 | 0 | 3.5 | 13 | 5 | 0.6
O=C1NC(=S)S/C1=C/c1ccc(OC(=O)c2ccco2)cc1 | 0.2 | -92 | -7 | -7 | -138 | 0 | -6.6 | 3 | -2 | 0.5
Cc1cc(C)n(CCC(=O)Nc2ccc(-c3ccno3)cc2)n1 | -0.6 | 0 | -7 | -4 | -2 | 1 | -0.2 | -7 | -2 | -1.0
CCc1c(C)nc2cc(-c3cc(OC)cc(OC)c3)nn2c1N1CCN(CCN2CCOCC2)CC1 | -1.2 | -5 | -5 | -4 | -10 | -6 | -1.7 | -5 | 5 | 0.8

Screening results as filed in PubChem.
